CSM14.1 death rescue – rescue of cells from ER stress-induced death, primary screen, 384-well, CSM14.1, thapsigargin, ATP luminescence (AID 1222); 190,000 tested, under 10 active; CSM14.1 thapsigargin-induced death rescue, ATP luminescence; higher % means a stronger effect; cellular ATP content (survival), % at 20 µM, or EC50 in µM where a hit was titrated;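 active = EC50 below 50 µM in the dose-response confirmation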;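 also: death triggered by thapsigargin at about 15 µM added after 2 h compound pretreatment; cell ATP read after overnight thapsigargin exposure of roughly 18 to 22 hours; normalized against plate controls of thapsigargin alone and 5% DMSO vehicle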
PMI inhibition – MPI inhibition at elevated mannose 6-phosphate – biochemical, fluorescence intensity, high mannose 6-phosphate, primary screen (AID 1220). inhibition, % at 20 µM, or IC50 in µM where a hit was titrated. hit rate 0.66% among 190,000. recombinant PMI enzyme, coupled fluorescence intensity; higher % means a stronger effect
SV40 large T antigen – SV40 large T antigen inhibitors, biochemical (AID 1903); one-dose inhibition, % at 20 µM; IC50 in µM for titrated hits; SV40 large T antigen ATPase/helicase inhibition assay; higher % means a stronger effect; hit rate 0.39% among 310,000; in the data active = a potency from the dose series; inconclusive = inhibition mostly from about 32% at the one dose, without a potency; inactive = the rest, 99 in 100 with inhibition below about 32%; also: strong numbers were not always called active
TNAP activators – stimulation of alkaline phosphatase TNAP activity – biochemical, luminescent, no phosphate acceptor, uHTS, primary screen (AID 1001); purified TNAP, luminescent activation assay, no phosphate acceptor; higher activation fold means a stronger effect; hit rate 0.03% among 200,000; activation fold at 20 µM, or EC50 in µM where a hit was titrated; in the data active = activation fold from about 3, or a potency from the dose series; inactive = the rest, 99 in 100 with activation fold below about 1.6; also: many of its hits are not listed in these tables
RSV antiviral HEp-2 – RSV antiviral activity via CPE protection, HEp-2 cells, primary 10 µM value included (AID 2391). HEp-2 cells, RSV-induced CPE inhibition; higher % means a stronger effect. CPE inhibition, % at 10 µM; hits with a dose series show IC50 in µM. hit rate 0.13% among 310,000; in the data active = a potency from the dose series; inconclusive = CPE inhibition mostly from about 23% at the one dose, without a potency; inactive = the rest, 99 in 100 with CPE inhibition below about 21%; also: strong numbers were not always called active
Salmonella PhoP GFP – inhibitors of PhoP regulon expression, primary screen, Salmonella Typhimurium, GFP reporter (AID 1863). S. Typhimurium PhoP-regulated promoter GFP reporter, 4 h; higher % means a stronger effect. one-dose inhibition, % at 50 µM; IC50 in µM for titrated hits. hit rate 0.16% among 300,000;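 active = inhibition over 29.93%, a cutoff 3 SD above the screen mean, later confirmed by dose response; inconclusive = inhibition over 29.93% but no dose response follow-up; inactive = inhibition at most 29.93% or unconfirmed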;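 also: 0% = low Mg2+ inducing control and 100% = high Mg2+ repressing control; strong numbers were not always called active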
West Nile virus CPE – West Nile virus antiviral activity, cell-based, CPE readout (AID 1621); West Nile virus-infected cells, CPE inhibition; higher % means a stronger effect; one-dose CPE inhibition, % at 10 µM; IC50 in µM for titrated hits; hit rate 0.02% among 290,000; in the data active = a potency from the dose series; inconclusive = CPE inhibition mostly from about 3.7% at the one dose, without a potency; inactive = the rest, 99 in 100 with CPE inhibition below about 2.2%; also: strong numbers were not always called active
PMI inhibitors – MPI enzyme activity inhibition – biochemical, fluorescence intensity, coupled assay, primary screen (AID 1209) | purified PMI enzyme, coupled fluorescence intensity; higher % means a stronger effect | one-dose inhibition, % at 20 µM; IC50 in µM for titrated hits | hit rate 0.42% among 190,000;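 also: plate controls were DMSO vehicle for no effect and wells lacking substrate for full effect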
Insulin prom up – MIN6 insulin promoter up-regulation | hit rate 0.3% among 190,000 | MIN6 insulin promoter-GFP reporter, high-content imaging; stronger effect = higher value | z-score at 5 µM;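 active = z-score above 3 at 5 µM with at least 500 cells counted in the well; inconclusive = wells under 500 cells, flagged as cytotoxic or low count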
Insulin prom up cell count – further read-out of Insulin prom up, marked with its call; cell count; measured here: cytotoxicity, nuclei count;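 total cells summed across four imaged fields per well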
Starred values were filed as active, the others as inactive; ? = inconclusive; / = no result given; & = joins results of further samples. Rule as the data show it, unless noted: active = inhibition above about 50%; inactive = the rest.

SMILES	CSM14.1 death rescue	PMI inhibition	SV40 large T antigen	TNAP activators	RSV antiviral HEp-2	Salmonella PhoP GFP	West Nile virus CPE	PMI inhibitors	Insulin prom up	Insulin prom up cell count
COc1cc(NC(=O)c2cc3ccccc3o2)ccc1NC(=O)c1ccco1	/	/	5%	/	2.4%	5%	-0.1%	/	/	/
CCCSc1nnc(NC(=O)Cc2ccc(OC)c(OC)c2)s1	/	-6%	17%	1.1	9.7%	-8%	0.2%	-7%	1.1	1047
CC(C)(C)NC(=O)c1c(F)c(F)c(F)c(F)c1F	-0.9%	-9%	4%	1.1	2.1%	3%	-0.3%	-12%	0.29	1365
CCN1C(=NCCCCO)N[C@@H](c2cccc(F)c2)C(C(=O)OC)=C1C	/	/	10%	/	1.3%	-4%	-0.7%	/	/	/
N#Cc1ccc(-c2csc(NNC(=O)c3ccc(Br)cc3)n2)cc1	1.7%	-27%	9%	1.1	0.4%	-8%	-0.6%	-10%	/	/
Cc1cc(C(=O)COc2ccccc2Cl)c(C)n1-c1ccc2c(c1)OCO2	2.4%	17%	23%	1	?	17%	-1.9%	9%	0.95	1206
COC(=O)CSc1nc2cc(OC)ccc2cc1C#N	-4.3%	-3%	14%	1.1	0.0%	-12%	1.7%	-1%	0.34	1078
O=C(O)/C=C/C(=O)Nc1ccc(Oc2ccccc2)cc1	/	/	6%	/	/	-9%	0.0%	/	0.48	1109
O=C(Cn1cc([N+](=O)[O-])cn1)NCc1ccco1	3.5%	-6%	8%	1.1	1.4%	-4%	-0.2%	-13%	-0.71	1582
O=[N+]([O-])c1ccccc1-c1ccc(C(=S)N2CCN(c3ccccc3)CC2)o1	/	/	18%	/	4.8%	-15%	-0.1%	/	-0.09	1034
Cc1ccc(NC2(C#N)C(=O)Nc3ccccc32)cc1C (centres undefined)	-0.4%	15%	19%	1	0.1%	-3%	-0.8%	1%	/	/
COc1ccc2c(CC(=O)O)cc(=O)oc2c1	/	/	4%	/	0.8%	-7%	-0.2%	/	-0.12	1034
COC(=O)C1=C(C(=O)OC)[C@@H]2N(C)c3ccccc3[C@@]23C[C@@H](C(=O)OC)N(C(=O)c2cc(C)oc2C)C3=N1	/	/	15%	/	-0.8%	8%	1.5%	/	0.14	708
O=C(c1ccco1)N1CCCC(N2CCN(c3ccccc3F)CC2)C1 (centres undefined)	/	/	5%	/	-0.6%	1%	-0.8%	/	/	/
CCN(Cc1ccccc1)C(c1cccc(C#N)c1)c1nnnn1C(C)(C)C (centres undefined)	-1.7%	6%	16%	1	18%	4%	0.9%	7%	-0.45	1600
CCc1ccc(O)c(-c2cc(C(=O)Nc3cccnc3)[nH]n2)c1	/	/	17%	/	13%	-4%	-0.2%	/	-0.45	1084
CCN(CC)CCN1C(=O)C(O)=C(C(=O)c2cc3ccccc3o2)C1c1cccnc1 (centres undefined)	-2.5%	14%	2%	1.1	1.8%	-2%	0.2%	0%	-0.94	995
Cc1ccc(OCCn2ccc(=O)[nH]c2=O)cc1C	-0.1%	3%	10%	1.1	3.9%	7%	-0.3%	0%	-0.12	1510
C=CCNC(=S)N/N=C(\C)c1cc(OC)c(OC)c(OC)c1	-2.3%	0%	3%	0.9	0.9%	9%	-0.6%	14%	-0.83	1192
COC(=O)c1ccc(Cn2c(O)c(N=NC(N)=S)c3ccccc32)o1	/	/	11%	/	3.5%	0%	0.8%	/	/	/
CCOc1ccc2nc(NC(=O)CSc3nc4c(c(=O)n(C)c(=O)n4C)n3CC)sc2c1	0.3%	7%	/	0.9	2.0%	/	0.0%	-5%	0.11	1141
O=C(Nc1ccc(Cl)cc1)Nc1ccc(S(=O)(=O)Nc2ncccn2)cc1	-1.5%	0%	15%	1.1	-1.6%	0%	1.4%	-15%	1.1	1364
COc1ccc(-c2csc(N3CCOCC3)n2)cc1OC	-1.4%	-1%	7%	1.1	1.3%	-8%	0.3%	5%	-0.59	985
Cc1nnc(N)nc1C	-1.4%	7%	0%	1	1.0%	-8%	0.1%	4%	2.1	1397
CN1CCN(Cc2coc3c(Cl)cc(Cl)cc3c2=O)CC1	/	/	13%	/	-0.1%	-11%	0.2%	/	/	/

Later entries.
SMILES	CSM14.1 death rescue	PMI inhibition	SV40 large T antigen	TNAP activators	RSV antiviral HEp-2	Salmonella PhoP GFP	West Nile virus CPE	PMI inhibitors	Insulin prom up	Insulin prom up cell count
Cn1ccc(C(=O)N/N=C/c2cccnc2)n1	/	/	-1%	/	0.5%	1%	-0.2%	/	/	/
C=CCN1/C(=C2/SC(=S)N(C)C2=O)Sc2ccccc21	/	/	14%	/	4.2%	4%	-0.4%	/	/	/
CC1Sc2ccc(S(=O)(=O)NCCc3ccccc3)cc2NC1=O (centres undefined)	/	/	3%	/	8.0%	2%	0.1%	/	/	/
CCOC(=O)CSc1nc2sc3c(c2c(=O)n1-c1ccccc1)CCN(C)C3	/	/	22%	/	1.0%	-1%	-0.5%	/	/	/
CSc1ccccc1OCc1cc(C(=O)NC2CCOC2)no1 (centres undefined)	/	/	10%	/	0.8%	-3%	0.0%	/	/	/
CCc1cc2c(Sc3nc4ccccc4s3)ncnc2s1	-1.6%	4%	10%	1.1	12%	4%	0.8%	2%	-1.9	1145
COc1ccc(OC)c(CCNC(=O)Cn2sc3nc(C)cc(C)c3c2=O)c1	-4.4%	-23%	22µM*	1.2	-2.1%	-8%	-1.0%	7%	0.84	941
CCOC(=O)N1CCN(S(=O)(=O)N2CCCC(C(=O)NCc3ccccc3OC)C2)CC1 (centres undefined)	/	/	2%	/	0.3%	-10%	-0.6%	/	/	/
Cc1ncc(CO)c(/C=N/NC(=S)Nc2ccc(F)cc2)c1O	0.5%	16%	13%	1.8	2.4%	15%	0.2%	-10%	-0.48	1045
CN(C)/C=C(/C(=O)c1ccc(Cl)cc1)S(=O)(=O)c1ccc(Cl)cc1	-2.5%	-8%	3%	1.1	0.1%	3%	/	35%	/	/
O=C(CSc1nc2ccccc2c(=O)n1-c1ccc(OC(F)F)cc1)NCc1cccs1	-1.1%	4%	5%	1	1.7%	13%	-0.4%	9%	0.78	1438
COc1ccc(C)cc1NS(=O)(=O)c1ccc2c(c1)n(C)c(=O)n2C	-0.5%	-4%	9%	1.1	1.5%	8%	-0.9%	1%	-1.2	1486
Cn1c(=O)c(=O)n(C)c2cc(S(=O)(=O)N3CCN(c4cccc(C(F)(F)F)c4)CC3)ccc21	/	-1%	1%	1.1	2.4%	-8%	-0.4%	-1%	0.11	1262
O=Cc1c(N2CCSCC2)nc2ccccn2c1=O	/	/	5%	/	3.4%	1%	0.1%	/	0.02	1093
O=C(NCCO)c1cc2cc(Cl)cc(Cl)c2oc1=O	3.4%	18%	0%	1.1	1.0%	1%	-0.2%	47%	/	/
CC(=O)C1=C(C)OC(N)=C(C#N)C1c1cccnc1 (centres undefined)	/	43%	5%	1.1	1.0%	-6%	0.1%	11%	0.11	1269
COc1ccc(CCNC(=O)CCNC(=O)N2CC(=O)Nc3ccccc32)cc1OC	/	/	3%	/	-0.6%	2%	0.5%	/	/	/
CCCCN(CC)C(=O)c1ccc(Cl)c(Cl)c1	-3.1%	8%	9%	1.1	2.5%	-5%	0.1%	8%	-0.26	1233
CC1CCc2nc(NC(=O)CN3CCN(Cc4ccc5c(c4)OCO5)CC3)sc2C1 (centres undefined)	/	15%	4%	1.1	6.6%	6%	-0.5%	20%	-0.43	1075
COc1cccc(-n2c(N)c(C(=O)Nc3c(C)n(C)n(-c4ccccc4)c3=O)c3nc4ccccc4nc32)c1	/	/	11%	/	9.2%	57%	0.1%	/	-0.16	879
COc1cc(C2CC(=O)N(CC(=O)NCc3ccco3)c3ccccc3S2)cc(OC)c1OC (centres undefined)	0.6%	13%	8%	1.1	-0.2%	4%	1.0%	14%	0.38	1903
CCc1ccc(-c2nc(CN3CCCC(C(=O)O)C3)c(C)o2)cc1 (centres undefined)	-0.9%	-2%	-1%	1.1	1.5%	-6%	0.4%	-3%	-0.11	854
C/C(=N\NC(=O)C1CC1)c1ccc(NC(=O)c2ccc(Br)o2)cc1	0.4%	5%	-2%	1	0.6%	6%	0.4%	7%	1.8	1105
OCc1nc2ccc(Cl)cc2[nH]1	/	/	10%&28%	/	1.6%	0%	0.0%	/	-0.08	1103
CCN1C(=O)[C@H]2[C@@H](c3ccc(OC)cc3)N3C(=O)CN(Cc4ccccc4)C(=O)[C@@]3(Cc3ccccc3)[C@H]2C1=O	/	/	18%	/	1.1%	-5%	-0.7%	/	/	/

(further entries)
SMILES	CSM14.1 death rescue	PMI inhibition	SV40 large T antigen	TNAP activators	RSV antiviral HEp-2	Salmonella PhoP GFP	West Nile virus CPE	PMI inhibitors	Insulin prom up	Insulin prom up cell count
O=C(NCC(=O)N1CCC2(CC1)NCCc1[nH]cnc12)c1ccc(F)cc1	/	/	29%	/	-0.8%	-1%	-0.4%	/	/	/
CS(=O)(=O)c1nc(S(=O)(=O)c2ccc(Cl)cc2)c(NCCCN2CCCC2=O)s1	/	/	11%	/	1.2%	-8%	0.0%	/	/	/
CCOc1cc(Br)ccc1S(=O)(=O)N1CC(C)OC(C)C1 (centres undefined)	0.3%	1%	0%	1	-1.5%	-11%	-0.2%	-1%	-0.22	931
CC(=O)Oc1ccc(C(=O)NC(C)CCc2ccccc2)cc1 (centres undefined)	/	/	3%	/	-0.1%	10%	0.1%	/	/	/
O=C(NCc1cccnc1)c1ccc(CS(=O)(=O)c2ccc(Cl)cc2)o1	-2.0%	-3%	27%	1.1	-1.2%	11%	-0.4%	2%	0.44	1411
COc1cc(CN(C)Cc2ccccc2)cc(OC)c1O	-0.3%	41%	11%	1	1.8%	0%	-0.1%	26%	0.05	825
COc1ccc(CCNc2nc(-c3cccc(NC(C)=O)c3)cs2)cc1OC	6.6%	12%	24%	1.1	22%	6%	0.3%	16%	-0.35	1421
O=C(Nc1nnc(Cc2c[nH]c3ccccc23)s1)c1ccc(Cl)cc1Cl	0.8%	-37%	1%	1	6.0%	-2%	0.3%	-29%	0.67	1261
CC(C)CC(=O)NN(C)c1nc(-c2ccccc2)nnc1C(F)(F)F	-2.5%	-3%	0%	1.1	0.6%	12%	-0.4%	-1%	/	/
CCOC(=O)C(=CNc1cc(C)nn1-c1ccc(C)cc1)C(=O)OCC	-6.8%	0%	-1%	1.1	1.2%	12%	0.1%	2%	/	/
COC(=O)[C@@H]1C[C@@]2(O)[C@H](O)[C@H](O)[C@H](O)C[C@H]2N1Cc1ccccc1OS(=O)(=O)c1ccc(C)cc1	/	/	10%	/	0.8%	2%	0.2%	/	0.7	750
CCN(CC)CCCN1C(=O)C(O)=C(C(C)=O)C1c1cccc(OC)c1 (centres undefined)	-0.1%	-14%	-2%	1.1	/	2%	0.3%	-10%	0.54	1873
